DENV2 CPE: inhibitors of DENV2 cytopathic effect; DENV2-infected cells, cytopathic effect rescue, plate reader; CPE inhibition, % at 9.99 µM; actives 1.7% (n = 350,000); AID 651640; in the data active means CPE inhibition above about 20%, passing the limit was not always enough; inconclusive means no clear call, values can overlap the other calls; tested in BHK-21 cells;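 further: 0% = median of neutral control wells and 100% = median of positive control wells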
ERp5 block: inhibitors of human ERp5; Q15084; actives 0.05% (n = 350,000); ERp5 insulin aggregation, absorbance 650 nm, 90 min; inhibition, % at 9.99 µM;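 active means mean replicate inhibition above about 25%, with every replicate also reaching it, limit read from the data, passing the limit was not always enough; inconclusive means only one of those two criteria met; inactive means neither criterion met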
SIRT5 block: inhibitors of human sirtuin-5 desuccinylase; AID 652115; Purified SirT5, succinyl-peptide AMC, trypsin-coupled fluorescence; Q9NXA8; inhibition, % at 15 µM; actives 1.1% (n = 330,000); in the data active means inhibition above about 15%; inconclusive means no clear call, values can overlap the other calls
Target sequence (Q9NXA8 whole entry, looked up): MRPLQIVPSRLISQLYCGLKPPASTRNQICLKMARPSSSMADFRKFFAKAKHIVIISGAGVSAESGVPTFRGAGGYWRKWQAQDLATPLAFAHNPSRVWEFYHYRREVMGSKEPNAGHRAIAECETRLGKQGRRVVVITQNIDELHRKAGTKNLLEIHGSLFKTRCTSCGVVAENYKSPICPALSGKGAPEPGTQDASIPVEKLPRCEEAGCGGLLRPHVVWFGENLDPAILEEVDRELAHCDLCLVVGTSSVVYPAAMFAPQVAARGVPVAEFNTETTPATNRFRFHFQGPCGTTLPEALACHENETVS
CFTR F508del cor: CFTR F508del correction in bronchial cells; CFBE cells, YFP halide quenching; stimulated with forskolin plus potentiator P3; % fluorescence drop versus neutral controls; actives 0.36% (n = 350,000); activity (quench increase), % at 7.58 µM;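 active means mean added fluorescence quench of at least 8% versus neutral control, with both replicates also reaching 8%; inconclusive means only one of the mean or replicate conditions met; inactive means mean below 8% and not both replicates reaching 8%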;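 further: cells transiently co-express mutant CFTR-F508del with the halide-sensitive YFP; corrector assay measuring rescue of mutant channel to the surface after 24 h compound exposure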
ERAP1 HTS inh: ERAP1 (human) enzyme inhibition | Q9NZ08 | recombinant ERAP1, Leu-AMC fluorescence, 60 min | inhibition, % at 10.7 µM | actives 0.15% (n = 340,000);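 active means mean replicate inhibition of at least 30%, or all replicates individually reaching that 30% level; inactive means mean below 30% and not every replicate reaching it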;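 further: 0% = neutral control wells and 100% = L-leucinethiol positive control wells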
CASP6 VEID inh: caspase-6 (human) enzyme inhibition. P55212. purified caspase-6, Z-VEID-R110 cleavage fluorescence. actives 0.53% (n = 350,000). inhibition, % at 12.5 µM. AID 686996;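 active means mean inhibition across replicates at least about 35%, with every replicate also reaching that limit, limit read from the data; inconclusive means only one of the two criteria met; inactive means neither criterion met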;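 further: 0% = median of neutral control wells and 100% = no fluorescence left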
Target sequence (P55212 24-179 limits assumed): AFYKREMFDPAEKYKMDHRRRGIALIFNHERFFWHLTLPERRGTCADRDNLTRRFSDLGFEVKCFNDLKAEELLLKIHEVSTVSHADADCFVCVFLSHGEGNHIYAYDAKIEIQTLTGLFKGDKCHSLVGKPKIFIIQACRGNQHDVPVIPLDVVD
Target sequence (P55212 194-293 limits assumed): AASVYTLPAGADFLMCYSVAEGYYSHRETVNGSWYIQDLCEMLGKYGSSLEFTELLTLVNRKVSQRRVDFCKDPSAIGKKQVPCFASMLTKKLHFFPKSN
miR122 inh: blocks miR-122 activity in Huh7 sensor cells; Huh7 miR-122 Renilla luciferase sensor, 48 h; neutral wells = 0, positive control = 100; activation (reporter increase), % at 12.5 µM; actives 0.3% (n = 340,000); AID 602342;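 active means mean replicate activation score at least 90 and every replicate individually at or above 90; inconclusive means only one of the two criteria met; inactive means neither criterion met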;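 further: higher luciferase means less miR-122 activity so hits act as miR-122 inhibitors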
* hit, by the source's call; ? = inconclusive; . = not tested or not shown; [ ] = remark or other dose.

SMILES	DENV2 CPE	ERp5 block	SIRT5 block	CFTR F508del cor	ERAP1 HTS inh	CASP6 VEID inh	miR122 inh
C[C@H](CO)N1C[C@H](C)[C@H](CN(C)CC2CC2)Oc2ccc(NS(=O)(=O)c3cccs3)cc2C1=O	-16	3	0	1.8	0	0	-3[16.7 µM]
O=C(Nc1ccc(Cl)cc1)c1ccc2snnc2c1	8	-6	-8	6.5	8	0	6
CC(=O)Nc1ccc(C(=O)NNS(=O)(=O)c2ccc(C)cc2)cc1	-16	-2	-1	1.3	7	0	-3
O=C1O[C@H](c2ccccc2)[C@H](c2ccccc2)N2[C@H]1[C@@H](C(=O)N1CCCCCCC1)[C@]1(C(=O)Nc3ccc(C#CCCO)cc31)[C@H]2c1ccc(O)cc1	?	-2	2	-0.9	-2	-5	.
CC(NC(=O)C1CCN(C(=O)c2ccc(F)cc2)CC1)c1ccc(-n2ccnc2)cc1 (stereo not drawn)	3	2	4	4.2	1	-8	-1
CCN(c1ccc(NC(=O)COC(=O)c2ccc(C)s2)cc1)C(C)C	-6	4	-5	0.7	7	-4	-9
CSc1ccc(CN2CCN(CCC(C)C)C(CCO)C2)cc1 (stereo not drawn)	-6	7	-5	-1.3	.	1	3
COC(=O)[C@@]12CCCN1[C@H](c1ccc(-c3ccc(C(C)=O)cc3)c(OC)c1)[C@H]1C(=O)N(C)C(=O)[C@H]12	8	-2	.	1.2	.	-3	1
Cc1nn(CCC#N)c2[nH]c(=O)cc(C(F)(F)F)c12	3	7	0	-0.4	-2	0	1
Cc1ccc(C(=O)Nn2c(C)nc3ccccc3c2=O)cc1C	-1	2	3	0.6	-1	0	-6
CCOc1ccc(NC(=O)CN2CCN(CC(=O)Nc3ccc(Cl)c(C(F)(F)F)c3)CC2)cc1	.	-1	1	.	1	-1	0
COc1ccc(/C=N/NC(=O)c2ccc(OC)c(OC)c2)cc1COc1c(F)c(F)c(F)c(F)c1F	-3	8	-1	-0.1	1	0	.
CN1CCn2cnc(C(=O)N[C@@H](Cc3ccccc3)C(=O)OC(C)(C)C)c2C1=O	2	-1	.	0.0	2	-8	0
Cc1sc2ncnc(N3CCC(C(=O)NNC(=O)COc4ccc(Br)cc4)CC3)c2c1C	5	0	-3	1.3	5	1	.
C[C@@H]1CN([C@H](C)CO)C(=O)c2cc(C#Cc3ccccc3F)cnc2O[C@H]1CN(C)C(=O)C1CCOCC1	35*	9	1	-0.5	-2	6	-10[16.7 µM]
COc1ccc(CNC(=O)C[C@H]2C=C[C@@H](NC(=O)c3cccc(F)c3)[C@@H](CO)O2)cc1	-5	3	-1	-1.0	1	-1	.
CCOC(=O)CSc1nc2c(c(=O)n1-c1ccc(OCC)cc1)SCC2	?	0	1	-0.8	11	-3	1
COC(=O)C[C@H]1C[C@@H]2c3cc(NC(=O)c4cccnc4)ccc3O[C@@H]2[C@H](CO)O1	-3	1	-1	0.5	0	-2	0[16.7 µM]
CCC(Oc1ccccc1)C(=O)Nc1cc(Cl)ccc1-n1cncn1 (stereo not drawn)	?	1	-4	-3.3	1	1	-2
COc1ccc(N(CC(=O)Nc2cccc(N(C)S(C)(=O)=O)c2)S(=O)(=O)c2ccc(C)cc2)cc1	-9	1	-2	-0.5	-3	0	-5
CCn1nc(C)c(/C=N/NC(=O)Cn2cncn2)c1C	?	4	-3	-0.7	-4	0	-3
O=C(C[C@H]1CC[C@H](NC(=O)Nc2ccc3c(c2)OCO3)[C@@H](CO)O1)NCCCN1CCOCC1	9	1	4	1.4	1	-1	.
O=C(C[C@@H]1CC[C@@H]2[C@H](COC[C@@H](O)CN2Cc2ccc(Cl)cc2)O1)NCc1cccc(F)c1	4	.	.	-2.2	.	.	1[16.7 µM]
CN(C)C(=O)N(CCCN1CCOCC1)Cc1cccc2ccccc12	3	2	-1	.	-2	-5	-3
COC(=O)CSc1nc(NCc2ccccc2)nc(N(C)C)n1	-8	3	1	-2.5	-2	-4	-5
CCOCC(=O)Nc1cc(Cl)ccc1C	0	-1	0	1.4	-1	4	-1
O=C(NCCS(=O)(=O)N1CCN(c2ccccc2F)CC1)c1ccc(Br)cc1	-11	6	-3	0.8	-5	-2	1
Cc1ccc(S(=O)(=O)N2C[C@H](O)COC[C@@H]3O[C@@H](CC(=O)NCC4CCCCC4)CC[C@H]32)cc1	-9	5	8	-1.8	1	0	2[16.7 µM]
CCc1nnc(NC(=O)CSc2nnc(CNc3cccc(Cl)c3)n2CC)s1	2	1	-1	.	-1	2	0
O=C(C[C@H]1CC[C@@H]2[C@H](COC[C@H](O)CN2C(=O)c2ccncc2)O1)NCc1cc(F)cc(F)c1	9	1	7	-3.6	-2	4	4[16.7 µM]
O=C(Nc1ccccc1Oc1cccnc1)C1CCCN(C/C=C/c2ccc(F)cc2)C1 (stereo not drawn)	8	7	0	-1.0	-4	-2	-2
C[C@@H]1CN([C@@H](C)CO)C(=O)c2c(c3ccccc3n2C)-c2ccccc2CO[C@H]1CN(C)Cc1cccnc1	2	-1	2	2.3	-1	2	.
CS(=O)(=O)N(CC(=O)NCCSCc1ccccc1Cl)c1ccc(F)cc1	0	3	-3	-1.6	-2	3	2
CCOc1ccccc1NCc1nnc(-c2ccccc2)o1	-5	0	1	-2.5	-4	11	3
COc1ccc(S(=O)(=O)N(C)C[C@H]2OCCCC[C@@H](C)Oc3ccc(NC(=O)C4CCCCC4)cc3C(=O)N([C@H](C)CO)C[C@H]2C)cc1	-3	-2	0	-2.8	1	-1	-5[16.7 µM]
CCCN(CCC)C(=O)C1CCC(CNS(=O)(=O)c2cccc3nsnc23)CC1 (stereo not drawn)	2	-5	1	-1.1	2	2	-3
CCOC(=O)c1c(C)n(CCOc2ccccc2)c2ccc(O)cc12	-6	-1	-2	2.8	4	12	.
N#Cc1nc(-c2ccco2)oc1NCc1ccccc1Cl	-3	3	-2	-33	-7	-2	0
Cc1cccc(N(C(=O)CNC(=O)c2ccco2)C(C(=O)NC2CCCC2)c2cccnc2)c1C (stereo not drawn)	5	8	-4	-1.8	1	.	-1
C[C@H](CO)N1C[C@H](C)[C@@H](CN(C)C(=O)NC2CCCC2)Oc2ncc(C#CC3CCCCC3)cc2C1=O	17	0	3	2.3	-5	1	32[16.7 µM]
Cn1cnc(S(=O)(=O)N[C@H]2CC[C@@H](CC(=O)Nc3ccccc3)O[C@@H]2CO)c1	-2	1	34*	-2.6	0	0	.
C[C@H]1CN([C@@H](C)CO)C(=O)c2ccccc2-c2ccccc2CO[C@H]1CN(C)S(=O)(=O)c1ccc([N+](=O)[O-])cc1	-9	-6	2	2.5	2	0	.
COc1cccc(-c2ccc3c(c2)[C@@H]2[C@@H](CCN2C(=O)Nc2ccccc2OC)[C@@H](CO)N3C)c1	29*	1	-3	3.0	-2	-2	-6[16.7 µM]
CCCCNC(=O)CCn1c(=O)c2ccccc2n(Cc2ccccc2C)c1=O	-17	0	-2	-1.5	-1	-5	-7
CCN1C(=O)/C(=C/C=C2\N(CC)c3cc(S(=O)(=O)N(C)C)ccc3N2c2ccccc2)SC1=S	-8	-2	-1	5.8	2	-2	.
Cc1ccc(Nc2nc(N)nc(COC(=O)C3=COCCO3)n2)cc1	5	7	-5	-2.7	1	-3	-5
CC1CN(c2ccc(S(=O)(=O)N3CCCC3)cn2)CC(C)O1 (stereo not drawn)	-5	1	0	0.6	.	-1	-7
C[C@@H]1CN([C@H](C)CO)C(=O)c2cc(NC(=O)Cc3ccccc3)ccc2O[C@@H]1CN(C)Cc1ccccc1	-1	0	0	-1.3	3	-2	3[16.7 µM]
Cc1sc2ncnc(OCC(=O)NC3CCS(=O)(=O)C3)c2c1C (stereo not drawn)	-1	-1	0	-1.4	.	-2	-4
C/C(=N\NC(=O)c1cc(Br)ccc1O)c1cccc(NC(=O)c2ccccc2F)c1	0	2	1	2.3	-1	11	-5
COc1cccc(S(=O)(=O)N2CCCCN3[C@H](C2)[C@H](c2ccc(C#CCC(C)C)cc2)[C@@H]3CO)c1	-18	10	6	0.0	-4	1	49[16.7 µM]
Cc1ccc(N(C(=O)c2snc(C(N)=O)c2N)C(C(=O)NC2CCCC2)c2ccncc2)cc1 (stereo not drawn)	3	3	2	0.7	-4	1	1
COc1ccccc1NS(=O)(=O)c1ccc(O)c(C(=O)OCC(=O)N2CCc3ccccc32)c1	3	4	0	-0.2	0	27	14
COC(=O)c1ccc2nc(-c3ccc(OC)c(OC)c3)c(Cc3ccc(C)cc3)n2c1	7	0	-2	-2.2	-1	-5	1
Cc1noc(C)c1NC(=O)Nc1ccc2c(c1)C(=O)N([C@H](C)CO)C[C@@H](C)[C@H](CN(C)S(C)(=O)=O)OCCCC[C@@H](C)O2	-1	-2	3	3.0	-1	-2	15[16.7 µM]
CCNC(=S)N/N=C/c1ccccc1[N+](=O)[O-]	4	3	2	0.9	3	-1	.
COc1ccc(CN2CC(=O)N(c3ccccc3C)C2=S)cc1OC	-1	1	.	0.1	1	0	.
O=C(CN1CCN(c2ccc(F)cc2)CC1)N(C1CCCC1)C1CCS(=O)(=O)C1 (stereo not drawn)	9	-2	10	-0.8	-4	1	.
CCOC(=S)SCc1cn2ccc(C)cc2n1	-2	-8	-4	1.7	-3	-2	29
CC(C)NC(=O)Nc1ccc2c(c1)C(=O)N([C@H](C)CO)C[C@@H](C)[C@H](CN(C)C(=O)C1CCCCC1)OCCCC[C@@H](C)O2	?	3	-1	3.2	-1	-3	-12[16.7 µM]
CCCC(=O)Nc1ccc2c(c1)C(=O)N(C)C[C@H](OC)[C@H](C)CN(CCc1ccccc1)[C@H](C)CO2	2	0	-3	1.4	0	-2	3[16.7 µM]
CN(C)CCCNC(=O)CC1C[C@H](C(=O)N2CCOCC2)[C@@]2(CCC3CCCC3)c3[nH]c4ccccc4c3CCN2C1=O (stereo partly drawn)	?	-4	-2	1.8	.	-9	-3
C[C@H](CO)N1C[C@H](C)[C@@H](CN(C)Cc2ccncc2)OCCCC[C@H](C)Oc2ccc(NS(=O)(=O)c3ccccc3)cc2C1=O	14	-3	3	1.3	-5	0	8[16.7 µM]

Source: PubChem BioAssay
